High-throughput results: PubChem, National Center for Advancing Translational Sciences (NCATS)
IL2 activator = activates IL-2 in a cell-based reporter assay; IL-2 activation reporter assay, cell-based qHTS; stimulated with anti-CD3/CD4/CD28 beads; in transgenic mouse T cells; activation, % (series mostly up to about 46 µM); 0.065% of 360,000 active; AID 652025; in the data active = activation above about 50%; inconclusive = mostly about 30% to 49%; also: 0% is about no effect
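Screening format: compound pinned onto unstimulated transgenic mouse T cells, 60 min incubation, then anti-CD3/anti-CD4/anti-CD28 bead stimulation for 18 hours at 37 degrees C, followed by EGFP and DsRed detection.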
D3 ag = activates the human D3 dopamine receptor; P35462; D3R DiscoveRx beta-arrestin cells, luminescence, 90 min; max activation, %; 0.58% of 410,000 active; in the data active = max activation above about 30%; also: 0% is about no effect; mostly tested at two doses, the higher about 12 µM
Target sequence (P35462 whole entry, looked up): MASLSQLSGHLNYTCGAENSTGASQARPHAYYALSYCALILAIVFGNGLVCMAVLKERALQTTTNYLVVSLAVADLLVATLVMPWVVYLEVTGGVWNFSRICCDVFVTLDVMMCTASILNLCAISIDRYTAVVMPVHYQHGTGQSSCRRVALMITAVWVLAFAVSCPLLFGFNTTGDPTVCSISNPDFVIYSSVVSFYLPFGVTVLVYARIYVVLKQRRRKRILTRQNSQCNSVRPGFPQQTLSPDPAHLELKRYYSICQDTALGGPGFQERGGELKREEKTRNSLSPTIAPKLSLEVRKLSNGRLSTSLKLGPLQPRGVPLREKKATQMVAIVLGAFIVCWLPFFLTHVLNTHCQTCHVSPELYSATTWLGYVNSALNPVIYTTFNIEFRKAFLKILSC
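Cells at 1500/well, incubated overnight, then treated with pinned compounds (dopamine as control) for 90 min at 37 degrees C. DiscoveRx reagent added for 30 - 60 minutes at room temperature; luminescence read.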
PI5P4Ka inh = blocks human PI5P4K alpha kinase activity; max response, %; P48426; 1.2% of 330,000 active; AID 652105; PI5P4Kalpha enzyme, ADP-Glo luminescence, 60 min; active compounds read low; active = max response of -50% or lower; inconclusive = between -30% and -50%; inactive = -30% or higher; also: value at the top dose of about 77 µM; % is scaled to controls: 0 for no effect and ±100 for the full control effect
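PI5P4Kalpha ADP-Glo assay; 5 microM ATP final; 60 min RT reaction; HEPES pH 7.4/EGTA/CHAPS, 5% DMSO; controls lacking substrate or enzyme; luminescent end-point.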
WRN helicase inh = WRN helicase (human) inhibition; Q14191; WRN helicase unwinding, fluorescent forked duplex, kinetic; Potency, µM (series often up to 114 µM), without a hit: top-dose activity change, negative = inhibition, actives largely listed as inhibitors; 0.46% of 360,000 active; AID 651768; also: potency is read from the fitted curve at half-maximal effect; % is scaled to controls: 0 for no effect and ±100 for the full control effect; nearly all actives have a fitted effect of over 55% in size
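WRN at 20 nM final preincubated with compound 15 min at room temperature; reaction started with 100 nM fluorophore/quencher forked duplex oligonucleotide and 2 mM ATP final. Unwinding followed kinetically by red fluorescence (ex 525, em 598 nm).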
GLP1R ag = GLP-1 receptor (human) agonism. HEK293 GLP-1R CRE-luciferase, luminescence, 4-6 h; cells express a hypersensitive GLP-1R form. Potency, µM (series often up to 45.6 µM), inactives show at the highest dose activation, usual class: activators. 0.007% of 380,000 active; also: potency is read from the fitted curve at half-maximal effect; % of control where 0% means no effect
Target sequence (P43220 whole entry, looked up): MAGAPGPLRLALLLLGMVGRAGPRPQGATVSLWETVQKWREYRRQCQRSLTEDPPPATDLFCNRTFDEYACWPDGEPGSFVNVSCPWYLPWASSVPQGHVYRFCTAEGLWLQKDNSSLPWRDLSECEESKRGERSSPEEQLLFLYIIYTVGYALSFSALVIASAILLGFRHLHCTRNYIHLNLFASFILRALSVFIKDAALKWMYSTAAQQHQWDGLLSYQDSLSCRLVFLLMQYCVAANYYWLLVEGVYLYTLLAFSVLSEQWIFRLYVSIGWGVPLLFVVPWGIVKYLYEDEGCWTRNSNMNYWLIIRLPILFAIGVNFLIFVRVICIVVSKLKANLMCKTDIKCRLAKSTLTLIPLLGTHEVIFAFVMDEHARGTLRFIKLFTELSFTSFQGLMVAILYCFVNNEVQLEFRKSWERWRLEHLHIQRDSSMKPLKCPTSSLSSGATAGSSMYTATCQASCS
GLP1R inv ag = GLP-1 receptor (human) inverse agonism | P43220 | Potency, µM (highest dose often 38.3 µM), inactives show top-dose activity change, negative = inhibition, actives largely listed as inhibitors | 1.6% of 410,000 active | AID 624417 | HEK293 GLP-1R CRE-luciferase, luminescence, 24 h; GLP-1R form is constitutively active; also: potency is read from the fitted curve at half-maximal effect; % is scaled to controls: 0 for no effect and ±100 for the full control effect; nearly all actives have a fitted effect of over 55% in size
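Readout was luciferase luminescence, measured 12 min after detection reagent at room temperature. Beforehand, GLP-1R reporter HEK293 cells had sat 12 h, then received compounds for 24 hr at 37 deg C.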
GLP1R cytotox = cytotoxic in the GLP-1 receptor inverse agonist counter-screen. HEK293 cAMP-luciferase reporter cells, luminescence, 24 h. Potency, µM (titrated, usually from 38.3 µM), inactives show at the top dose activity change, negative = inhibition, usual class: inhibitors. 0.13% of 410,000 active;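 also: loss of luciferase light is scored as toxicity; potency is read from the fitted curve at half-maximal effect; % is scaled to controls: 0 for no effect and ±100 for the full control effect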
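Cells in DMEM/10% Nu serum/1% pen-strep, 1536-well format. Pre-incubated 12 h, dosed with 23 nL compound, incubated a further 24 h. Luciferase detection, 12 min at room temp, luminescence.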
DRD3 antagonist = blocks the human D3 dopamine receptor; P35462; D3R cells, DiscoveRx beta-arrestin luminescence, antagonist mode; active compounds read low; max response, negative = inhibition, %; 2.5% of 360,000 active; in the data active = max response below about -50%; inconclusive = no clear call, values can overlap the other calls; also: % is scaled to controls: 0 for no effect and ±100 for the full control effect; mostly tested at two doses, the higher about 12 µM
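Cells expressing the human receptor were seeded at 1500 cells/well, incubated overnight at 37 degrees C in 5% CO2, then exposed to library compounds with dopamine controls for 90 minutes at 37 degrees C before luminescent detection.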
PLK1 PBD block = blocks phosphopeptide binding to human PLK1 polo-box domain; P53350; Plk1 PBD binding of FITC phosphopeptide, fluorescence polarization; Potency, µM, for inactives: max response, negative = inhibition, hits mostly inhibitors; 2.8% of 360,000 active; AID 720504; also: potency is read from the fitted curve at half-maximal effect; series mostly up to about 57 µM; % is scaled to controls: 0 for no effect and ±100 for the full control effect; nearly all actives have a fitted effect of over 65% in size
Numbers without * were called inactive; ? = inconclusive; / = not tested or not shown; [ ] = another dose, or the depositor's remark. Unless noted, calls follow the shape of the dose curve; as a rule, active = well fitted curve in the direction sought with a large enough effect; inconclusive = small, poorly fitted or top-dose-only effect, or another doubt; inactive = no such curve, though single readings can be large; an effect the other way counts as inactive or inconclusive.

SMILES	IL2 activator	D3 ag	PI5P4Ka inh	WRN helicase inh	GLP1R ag	GLP1R inv ag	GLP1R cytotox	DRD3 antagonist	PLK1 PBD block
CCn1cc(-c2ccccc2)c(C(=O)O)c1-c1ccc(OC)cc1	-0.3	20	-1	1%	-5%	5%	1%	20	-9%
COc1ccc(CC(=O)N2CC(C)CC(C)C2)cc1 (stereo unspecified)	2.6	0	/	-8%	-3%	-2%	-6%	16	-8%
CN(C)/C=N/c1nc2nccc(-c3ccc(F)cc3)n2n1	0.5	4	9	-9%	1%	11%	6%	-7	-15%
CCOC(=O)c1sc(NC(C)=O)nc1-c1ccccc1	0.7	2	/	-1%[57.1 µM]	7%	73%[activator]	7%	7	-1%
Cc1ccccc1-c1cc2nc(C)c(Cl)c(=O)n2[nH]1	0.4	5	-6	-18%	0%	-28%	-8%	-3	-8%
CCN(CC)CCCNC(=S)N1CCN(c2nc(-c3ccc(F)cc3)cs2)CC1	-1.4	-7	8	10%	-15%	?	?	-52*	6%
CCS(=O)(=O)c1ccc2c(c1)N(S(=O)(=O)c1cccs1)CC(C(=O)O)O2 (stereo unspecified)	1.0	-4	-2	7%	-4%	15%	-2%	-7	-7%
CN1CCN(Cc2cc(=O)oc3ccc(Cl)cc23)CC1	-0.7	-4	-4	5%	-3%	6%	-14%	0	-7%
COc1ccc(-n2c(-c3ccc(F)cc3)cnc2SCC(=O)NCc2ccco2)cc1	-0.1	15	/	-8%	15%	-16%	-15%	-16	-4%
NC(=O)C1CC(=O)N(c2ccc(OCc3c(F)cccc3Cl)cc2)C1 (stereo unspecified)	-0.5	1	-1	-6%	-3%	11%	1%	7	-5%
O=[N+]([O-])c1ccc(C=NNc2ccc(S(=O)(=O)O)cc2)cc1	-0.8	-2	-29	3%[11.6 µM]	-1%	7%	-21%	-21	-6%
COC(=O)c1sccc1NC(=O)c1ccoc1C	-2.3	2	/	-9%	7%	60%[activator]	7%	7	0%
COc1ccc(C2C3C(=O)N(Cc4ccccc4)C(=O)C3ON2c2ccccc2)c(OC)c1OC (stereo unspecified)	0.1	13	-3	-10%	-9%	?	-9%	-6	-4%
O=C(Nc1ccccc1O)C(c1ccccc1)c1ccccc1	-0.6	13	-4	-18%	7%	?	-5%	-19	-10%
CCSc1nc2c(c(=O)[nH]c(=O)n2C)n1CC(O)COc1ccccc1 (stereo unspecified)	1.3	1	-3	8%	3%	17%	2%	12	5%
COc1ccc(CN2CCN(C(=O)c3ccco3)CC2)cc1	0.6	15	-2	-11%	1%	22%	8%	?	-9%
NC(=O)CSc1nc(C2CC2)nc2sc3c(c12)CCCC3	-0.2	0	2	5%	14%	22%	-6%	7	-10%
O=C(C1CC(=O)N(c2ccc(Cl)cc2)C1)N1CCCCCC1 (stereo unspecified)	0.5	-16	-12	2%[57.1 µM]	5%	3%	3%	7	-9%
Cc1ccc(S(=O)(=O)N(C)C[C@H]2OCc3cn(nn3)CCCC(=O)N([C@@H](C)CO)C[C@@H]2C)cc1	-1.8	5	2	7%	5%	7%	-1%	1	0%
COc1ccc2c(CCNC(=O)c3ccc([N+](=O)[O-])cc3)c[nH]c2c1	-1.7	-11	-2	-6%	18%	?	7%	-9	-11%
Cc1ccc(-c2nc(-c3ccc(Cl)cc3)sc2CC(=O)O)c(C)c1	-3.3	-1	1	6%	5%	?	-15%	11	?
CCOc1cc(/C=N/NC(=O)CCn2nc(C)cc2C)ccc1O	1.8	1	-2	-7%	2%	19%	-11%	2	-5%
CC(=O)c1ccc(OCc2nnn(CC(=O)O)c2-c2ccccc2)cc1	-0.5	2	9	-1%	-5%	-4%	-9%	25	-9%
Cc1csc(NC(=O)CSc2ccc3nnc(-c4ccncc4)n3n2)n1	-2.6	0	-9	-30%	1%	0%	18%	-3	-10%
CCn1c(=O)c2sccc2n(CC(=O)NC2CCCCC2)c1=O	-3.3	3	1	-17%	2%	31%[activator]	19%	4	1%
CC(C)C(=O)NC(=S)NCC(=O)c1ccccc1	-2.6	0	0	1%	-1%	18%	2%	0	-6%
CCNC(=O)C1(C)CCN(C(=O)c2ccc(F)c(Cl)c2)C1 (stereo unspecified)	1.2	11	1	2%	-1%	25%	4%	10	5%
COC(=O)C(C(C)=O)C1=C/C(=N\S(=O)(=O)c2ccc(C)cc2)c2ccccc2C1=O (stereo unspecified)	-0.7	5	/	-18%	5%	?	-3%	13	28µM*
Cc1nn2c(NCCCn3ccnc3)cc(C(C)C)nc2c1-c1ccccc1	0.0	7	35	-11%	28%	?	3%	10	-2%
Cc1cc(OCCN2CCC(Cc3ccccc3)CC2)ccc1[N+](=O)[O-]	-2.9	-24	4	5%	-5%	11µM*	?	-64*	6%
CC(=O)Nc1ccc2c(c1)nc(CCNC(=O)c1ccco1)n2C	0.1	-1	6	-12%	1%	-12%	4%	-6	-9%
Cc1csc(=O)n1CCC(=O)OCC(=O)NNC(=O)c1ccccc1	-0.5	5	-13	-11%	-10%	-1%	-5%	26	?
O=C(Nc1ccccc1)OC(CN1CCCCC1)C(F)(F)F (stereo unspecified)	0.0	4	1	-7%	-17%	?	-7%	-14	-2%
Cc1cc(NC(=O)Cn2c(C)nc3ccccc3c2=O)ccc1Br	-0.3	-2	1	-16%	-23%	?	-16%	0	-4%
CC(C)(C)CN1CCNC(=O)C1CC(=O)NCc1cccc(-n2cccn2)c1 (stereo unspecified)	0.4	0	3	-3%	9%	2%	-1%	1	-4%
CN(C)/C=C/C(=O)c1cnc(-c2ccccn2)s1	4.6	-1	-11	-9%	5%	10%	-1%	-14	-9%
CCOc1ccc(CCN2C(=O)C(=O)N([C@@H](Cc3ccccc3)CN3CCC[C@@H]3CN3C(=O)C(=O)NC[C@@H]3Cc3ccc(O)cc3)C[C@@H]2Cc2ccccc2)cc1	-0.7	7	-1	-2%	1%	33%[activator]	-7%	2	-12%
Nc1ncnc(Nc2ccc(S(N)(=O)=O)cc2)n1	-0.2	0	1	9%	-7%	3%	11%	-15	4%
COc1ccccc1/C=C/C(=O)NCCc1ccccn1	0.0	-2	-3	16%	14%	4%	5%	-3	-1%
CCS(=O)(=O)N1CCN(C(=O)CCC2CCCC2)CC1	-0.3	2	2	-4%	1%	-5%	12%	0	-3%
CC(C(=O)Nc1ccc([N+](=O)[O-])cc1Cl)N1CCN(S(=O)(=O)c2cccs2)CC1 (stereo unspecified)	-4.7	-22	4	-16%	10%	3%	-2%	-15	-9%
Nc1c(C(=O)Nc2cccc(F)c2)nnn1-c1ccc2c(c1)OCCO2	0.2	3	5	-12%	3%	-7%	-18%	5	-12%
CCn1c(SCC(=O)Nc2nnc(C)s2)nnc1C(C)NC(=O)c1ccccc1F (stereo unspecified)	1.2	-31	2	-4%	4%	-6%	-7%	-2	-16%
COc1ccc(-c2nnn3c2nc(NCCc2ccc(OC)c(OC)c2)c2ccccc23)cc1	/	3	/	/	-3%	19%	8%	/	/
COCCC(=O)N1CCCC(C(=O)c2ccc3c4c(cccc24)CC3)C1 (stereo unspecified)	-3.2	-6	1	16%	-1%	13%	-4%	-12	-4%
COC(=O)c1ccc2nc(C3CCCCC3)c(CC(C)(C)C)n2c1	2.9	-4	-1	0%	-5%	?	1%	7	-3%
Cc1ccc(NC(=O)C2(C)Cc3ccccc3C(=O)O2)cc1 (stereo unspecified)	1.2	-2	5	-2%	10%	-15%	-1%	-5	-7%
Cc1ccc(-c2cc(-c3coc4ccc(Cl)cc4c3=O)c3c(n2)-c2ccccc2OC3)cc1	/	7	/	/	1%	-13%	1%	/	/

Shown with two lines to a compound: entries from further up
Below each compound: IL2 activator	D3 ag	PI5P4Ka inh	WRN helicase inh	GLP1R ag	GLP1R inv ag	GLP1R cytotox	DRD3 antagonist	PLK1 PBD block
> CCn1cc(-c2ccccc2)c(C(=O)O)c1-c1ccc(OC)cc1
→ -0.3	20	-1	1%	-5%	5%	1%	20	-9%
> COc1ccc(CC(=O)N2CC(C)CC(C)C2)cc1 (stereo unspecified)
→ 2.6	0	/	-8%	-3%	-2%	-6%	16	-8%
> CN(C)/C=N/c1nc2nccc(-c3ccc(F)cc3)n2n1
→ 0.5	4	9	-9%	1%	11%	6%	-7	-15%
> CCOC(=O)c1sc(NC(C)=O)nc1-c1ccccc1
→ 0.7	2	/	-1%[57.1 µM]	7%	73%[activator]	7%	7	-1%
> Cc1ccccc1-c1cc2nc(C)c(Cl)c(=O)n2[nH]1
→ 0.4	5	-6	-18%	0%	-28%	-8%	-3	-8%
> CCN(CC)CCCNC(=S)N1CCN(c2nc(-c3ccc(F)cc3)cs2)CC1
→ -1.4	-7	8	10%	-15%	?	?	-52*	6%
> CCS(=O)(=O)c1ccc2c(c1)N(S(=O)(=O)c1cccs1)CC(C(=O)O)O2 (stereo unspecified)
→ 1.0	-4	-2	7%	-4%	15%	-2%	-7	-7%
> CN1CCN(Cc2cc(=O)oc3ccc(Cl)cc23)CC1
→ -0.7	-4	-4	5%	-3%	6%	-14%	0	-7%
> COc1ccc(-n2c(-c3ccc(F)cc3)cnc2SCC(=O)NCc2ccco2)cc1
→ -0.1	15	/	-8%	15%	-16%	-15%	-16	-4%
> NC(=O)C1CC(=O)N(c2ccc(OCc3c(F)cccc3Cl)cc2)C1 (stereo unspecified)
→ -0.5	1	-1	-6%	-3%	11%	1%	7	-5%
